Bioassay records as filed in PubChem BioAssay.
CRFR2-BP ag: agonists of human CRF-binding protein/CRF-R2 receptor complex. HEK293 CRF-R2/CRF-BP, calcium dye fluorescence (FLIPR); percent of saturating CRF peptide response. activation, % at 13.2 µM. hit rate 0.46% among 350,000;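 active = activation of at least 50%, plus an integration ratio under a set limit after plate pattern correction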;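 note: plate controls were neutral control wells without compound for no effect and CRF at EC100 for full effect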
M1 antag: antagonists of human M1 muscarinic receptor | CHO-K1 hM1, Fluo-8 calcium fluorescence, ACh EC80 antagonist | inhibition, % at 3 µM | hit rate 1.3% among 360,000 | AID 588852;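 active = percent inhibition above its own plate's cutoff, namely the mean of that plate's compound wells plus 3 SD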;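 note: peak over basal fluorescence ratio during 140 s after agonist addition; 0% = ACh EC80 plus DMSO and 100% = DMSO alone without agonist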
Target sequence (P11229 whole entry, looked up): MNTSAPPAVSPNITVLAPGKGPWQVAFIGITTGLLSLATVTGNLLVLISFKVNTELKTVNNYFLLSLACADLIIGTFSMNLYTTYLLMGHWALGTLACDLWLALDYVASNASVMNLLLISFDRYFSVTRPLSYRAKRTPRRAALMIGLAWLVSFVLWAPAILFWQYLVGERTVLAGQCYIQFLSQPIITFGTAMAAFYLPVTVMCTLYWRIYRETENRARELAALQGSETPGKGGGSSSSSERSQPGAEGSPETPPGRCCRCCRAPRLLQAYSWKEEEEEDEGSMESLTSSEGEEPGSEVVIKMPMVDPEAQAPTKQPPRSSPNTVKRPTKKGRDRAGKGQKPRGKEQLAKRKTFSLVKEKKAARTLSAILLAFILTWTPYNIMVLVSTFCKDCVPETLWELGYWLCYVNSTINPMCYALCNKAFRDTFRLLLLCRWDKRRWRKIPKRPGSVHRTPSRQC
M5 antag: CHRM5 antagonism in calcium assay; P08912; CHO-hM5 cells, Fluo-8 calcium fluorescence, ACh EC80; inhibition, % at 3 µM; hit rate 0.59% among 360,000;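 active = inhibition above a per-plate cutoff, the mean of that plate's test compounds plus 3 SD, cut at about 27% in these data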;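 note: 0% = acetylcholine EC80 with DMSO and 100% = DMSO without agonist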
CHRM4 PAM: positive allosteric modulators of human muscarinic M4 receptor; CHO-K1 hM4/Gqi5, Fluo-8 calcium fluorescence, ACh EC20; 0% = ACh EC20, 100% = maximal ACh; activation, % at 3 µM; P08173; hit rate 0.4% among 360,000;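 active = activation above its plate's cutoff, the mean activation of sample wells plus 3 SD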; note: some results filed as inactive read as strong as hits
Target sequence (P08173 whole entry, looked up): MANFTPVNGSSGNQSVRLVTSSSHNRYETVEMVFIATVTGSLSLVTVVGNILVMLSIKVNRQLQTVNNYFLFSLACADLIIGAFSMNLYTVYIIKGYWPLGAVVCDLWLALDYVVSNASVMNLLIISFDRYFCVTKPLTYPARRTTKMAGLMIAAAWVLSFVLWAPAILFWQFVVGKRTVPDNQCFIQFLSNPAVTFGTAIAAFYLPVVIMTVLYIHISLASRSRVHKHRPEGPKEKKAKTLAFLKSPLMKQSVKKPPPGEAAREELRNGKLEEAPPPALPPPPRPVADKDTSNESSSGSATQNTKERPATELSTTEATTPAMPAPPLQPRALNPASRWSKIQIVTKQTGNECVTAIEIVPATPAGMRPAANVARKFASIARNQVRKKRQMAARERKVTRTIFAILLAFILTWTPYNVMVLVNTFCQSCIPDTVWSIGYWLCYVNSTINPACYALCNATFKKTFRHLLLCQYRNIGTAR
M1 PAM: human CHRM1 positive allosteric modulation; P11229; CHO-K1 hM1, Fluo-8 calcium fluorescence, ACh EC20; 0% = ACh EC20, 100% = maximal ACh; activation, % at 3 µM; hit rate 0.088% among 360,000; AID 588819; in the data active = activation above about 19%, passing the limit was not always enough
CHRM4 agonist: CHRM4 agonism in calcium assay. CHO-K1 hM4/Gqi5, Fluo-8 calcium fluorescence; vehicle 0%, full acetylcholine response 100%. activation, % at 3 µM. hit rate 0.14% among 360,000;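 active = activation above the run mean over all test wells plus 3 SD, cut at about 32% in these data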;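 note: peak over basal fluorescence ratio per well then scaled between controls; 0% = DMSO wells and 100% = acetylcholine at EC100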
CHRM4 antagonist: blocks acetylcholine activation of human M4 receptor; CHO-hM4 cells, ACh EC80, Fluo-8 calcium fluorescence; inhibition, % at 3 µM; hit rate 0.73% among 360,000;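 active = inhibition above its plate's cutoff, the mean inhibition of sample wells plus 3 SD, cut at about 27% in these data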;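 note: 0% = acetylcholine EC80 with DMSO and 100% = DMSO without agonist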
CHRM5 agonist: agonists of human muscarinic M5 receptor (CHRM5); hit rate 0.19% among 360,000; CHO-K1 hM5 cells, Fluo-8 calcium fluorescence; 0% DMSO wells, 100% maximal acetylcholine response; activation, % at 3 µM; AID 624037;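 active = activation above the run's mean over test compounds plus 3 SD, cut at about 23% in these data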;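 note: signal is peak over basal fluorescence ratio across the kinetic read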
CHRM5 PAM: potentiates acetylcholine response at human M5 receptor; P08912; CHO-K1 hM5, Fluo-8 calcium, ACh EC20 PAM; 0% = ACh EC20, 100% = ACh EC100; activation, % at 3 µM; hit rate 0.3% among 360,000; AID 624038;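 active = activation above the run cutoff, the mean activation of all test compounds plus 3 SD, cut at about 18% in these data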
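System: CHO-K1 cell line with stable human muscarinic M5 receptor expression | Also added: EC20 acetylcholine as agonist stimulus | Compound: One concentration, 3 µM final (nominal) | Timing: Fluo-8 loading 80 min at 37 °C plus 30 min room temperature | Measured by: Fluo-8 calcium dye fluorescence, kinetic read | Read-out basis: % activation, ACh-normalized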
* = called active by the depositor; . = not tested or not shown.

Structure	M5 antag	CRFR2-BP ag	CHRM5 PAM	M1 PAM	CHRM4 agonist	CHRM4 PAM	CHRM5 agonist	M1 antag	CHRM4 antagonist
Cc1ccc(Cl)cc1N1CCN(Cc2nnnn2C2CCCCC2)CC1	-6.1	4.1	1.7	-2.1	1.8	-11.2	-1.3	-5.2	-10.5
CC1CC(C)CN(C(=O)C2CCC(CNS(=O)(=O)c3ccccc3)CC2)C1 (centres undefined)	15.6	-0.1	-5.4	-1.6	1.5	-2.0	-1.2	0.5	4.4
O=C(CSc1nnc(C2CC2)n1Cc1ccccc1)c1cc2ccccc2o1	-5.4	-0.7	8.6	7.0	0.8	-3.0	-12.5	-10.7	-4.6
CC(=O)Nc1ccc(NC(=O)CCNC(=O)c2ccccc2Cl)cc1	10.5	-0.6	0.3	15.3	0.2	6.7	-2.4	9.6	5.0
CC(C)C(=O)O/N=C(\N)c1ccccn1	2.2	-0.7	-0.8	7.5	-0.1	12.2	-1.8	-11.5	7.1
CCCCN=CC1=C(O)C(C(=O)OC)C(C)(C)CC1=O (centres undefined)	0.0	0.5	2.7	12.2	1.0	18.2	-1.2	-29.7	-0.6
CCOc1cc(C(=O)CCC(=O)OCC(=O)NC(=O)NCC(C)C)ccc1O	-0.3	-0.3	2.0	5.2	0.5	-0.6	1.7	-27.2	5.8
O=C(c1ccc(F)cc1)N1CCN(c2ccc([N+](=O)[O-])c(N3CCCCC3)c2)CC1	2.2	-1.3	-2.0	-0.1	-3.4	20.2	-5.8	4.3	-17.0

A second format for some results above.
Order of results: M5 antag, CRFR2-BP ag, CHRM5 PAM, M1 PAM, CHRM4 agonist, CHRM4 PAM, CHRM5 agonist, M1 antag, CHRM4 antagonist
CC(C)C(=O)O/N=C(\N)c1ccccn1
 : 2.2, -0.7, -0.8, 7.5, -0.1, 12.2, -1.8, -11.5, 7.1
CCCCN=CC1=C(O)C(C(=O)OC)C(C)(C)CC1=O (centres undefined)
 : 0.0, 0.5, 2.7, 12.2, 1.0, 18.2, -1.2, -29.7, -0.6

Other records.
Structure	M5 antag	CRFR2-BP ag	CHRM5 PAM	M1 PAM	CHRM4 agonist	CHRM4 PAM	CHRM5 agonist	M1 antag	CHRM4 antagonist
COc1ccc(S(=O)(=O)NCCc2ccc(F)cc2)cc1	2.1	-0.1	4.1	1.9	0.5	2.1	-1.1	-3.0	-1.3
COc1cc(-c2cc(NC=O)c3ncc(-c4ccc(F)cc4)n3c2)cc(OC)c1OC	12.6	.	-8.4	-12.2	28.1	-5.0	10.6	21.9	7.4
Cc1ccccc1N1C(=O)CC(N2CCC(C(N)=O)CC2)C1=O (centres undefined)	-22.0	1.0	11.2	14.3	0.4	0.0	5.4	-15.2	-8.4
O=C(Nc1ncccn1)c1cc(-c2ccc(F)cc2)nc2ccccc12	4.5	4.4	-9.6	-1.5	11.7	-8.5	6.8	5.1	-11.9
COC(=O)c1sccc1-n1cc2c(c1-c1ccccc1)c(=O)n(C)c(=O)n2C	0.7	.	-5.3	1.2	1.3	-4.2	-0.2	-24.5	4.7
CCCc1nc2ccc(NC(C)=O)cc2c(=O)n1Cc1ccc(Cl)cc1	7.1	-2.2	-2.7	1.6	5.6	-3.1	3.4	4.3	6.7
COc1cc(CN2C(=O)C(CCc3ccccc3)ON=C2c2cnccn2)cc(OC)c1 (centres undefined)	10.2	.	-11.1	-14.2	7.7	-5.7	1.2	23.0	7.2
C[C@@H](C(=O)Nc1ccc(SC(F)F)cc1)N1C(=O)C2CCCCC2C1=O (some centres undefined)	8.8	2.0	8.8	0.1	3.8	-3.3	-0.9	-9.3	-4.0
COc1ccc(C(=O)Nc2cccc(-c3nc4ncccc4o3)c2C)cc1OC	-14.7	-1.3	2.9	0.3	5.2	10.8	2.0	-2.9	-2.4
Cc1ccc(C)c(SCC(=O)Nc2cccc(S(=O)(=O)N3CCOCC3)c2)c1	1.1	-0.2	-0.5	5.3	5.5	1.0	1.1	-4.9	-0.1
CN(Cc1ccc(Cl)cc1Cl)C(=O)CNC(=O)c1ccco1	-1.2	-0.2	1.4	4.7	0.7	0.0	-3.6	-1.8	0.3
C/C(=N/NC(=O)CNC(=O)COc1cccc(C)c1)c1ccco1	-5.8	-3.4	1.9	12.5	11.9	-8.3	2.5	-4.8	-6.8
Cn1c(-c2cccs2)nc2ccccc21	9.3	-1.2	-11.3	-2.0	-0.4	1.4	-4.3	-14.3	0.9
O=C(COC(=O)c1cc(S(=O)(=O)N2CCOCC2)ccc1F)c1ccc[nH]1	1.3	-1.9	-6.5	8.9	1.8	-5.9	2.0	-10.3	-3.1
N#Cc1c(N)n(-c2ccc(N)cc2)c2nc3ccccc3nc12	-0.9	-1.1	2.1	2.3	0.2	-4.8	-1.2	-3.1	-4.3
Cc1ccc(N2CC(NS(=O)(=O)c3cccs3)CC2=O)cc1C (centres undefined)	2.0	0.1	-8.7	0.8	5.7	-3.0	5.1	-13.8	-15.7
O=[N+]([O-])c1ccc(C[n+]2ccccc2)cc1	-7.5	1.2	15.6	17.1	0.0	24.8*	-2.8	-0.8	3.4
CCOc1ccc(C(=O)OCC(=O)NCC2CCCO2)cc1 (centres undefined)	12.7	0.3	-4.7	4.5	1.6	6.1	0.2	0.8	-0.4
CCOC(=O)c1sc(NC(=O)C(CC)Sc2nc3ccccc3[nH]2)nc1C (centres undefined)	4.2	-1.3	-2.3	0.2	0.2	-0.7	-0.9	4.1	15.2
Cn1c(=NC(=O)c2ccco2)sc2cccc(F)c21	-1.3	-0.1	0.9	-0.9	-0.6	0.2	-1.5	-12.6	0.9
CS(=O)(=O)c1ccc(Cl)c(NC(=O)C2CCCCN2S(=O)(=O)c2ccccc2)c1 (centres undefined)	7.1	-0.3	-10.3	5.2	1.9	2.8	-2.3	-10.3	2.1
CC(C(=O)Nc1ccc(Br)cc1)N(C)CC(=O)NCc1ccco1 (centres undefined)	7.2	0.6	-3.6	4.8	1.4	5.1	-2.2	-2.2	4.6
O=C(c1cc2cc(Br)ccc2o1)N1CCCCC1	-10.1	-1.0	-4.3	7.3	0.7	-8.3	-2.0	-7.1	1.1
O=C(CSc1ccc(-c2ccc(F)cc2)nn1)NC1CCCCC1	12.6	-3.8	-2.5	-5.1	-0.2	0.3	-2.2	17.6	4.0
COCCNc1nnc(SCC(=O)c2cc(C)n(C3CC3)c2C)s1	1.3	-1.3	4.0	-4.4	0.4	-1.7	-0.6	8.9	2.3
Cc1cccc(C)c1NC(=O)C(CCc1ccccc1)n1c(=O)c(-c2ccccc2)nc2ccccc21 (centres undefined)	-5.4	.	10.8	.	-0.2	-1.1	-0.5	.	1.0
CC(=O)Nc1cccc(C(=O)NN2C(=O)NC3(CCC(C)CC3)C2=O)c1 (centres undefined)	9.8	1.5	3.3	2.3	0.6	9.2	-4.1	-5.6	-20.1
Cc1ccc(F)cc1C(=O)N1CCCCC1c1cc(C(=O)Nc2ccccc2)no1 (centres undefined)	-19.9	.	-1.3	0.5	7.2	3.5	-1.1	-20.7	-32.5
CCOc1ccc(CN(C)C(=O)CNC(=O)c2cc(OC)c(OC)c(OC)c2)cc1	4.7	-0.5	-2.2	12.5	2.5	8.6	-2.1	-12.8	-11.7
COc1ccc(C(=O)Cn2c(=N)n(C)c3ccccc32)cc1	6.0	-1.0	1.5	2.7	1.4	-4.2	-5.4	4.2	4.8
COc1ccc(OCc2nc(N)nc(Nc3ccccc3)n2)cc1	-3.5	-0.3	13.3	6.5	-0.3	-0.2	-12.4	-9.6	0.0
CCOC(=O)NC(=O)/C(C=Nc1ccc(Cl)c(Cl)c1Cl)=C(\C)O	11.0	-1.6	-0.6	-4.3	0.7	1.6	-2.5	-1.1	-2.7
CN(C)c1nc(N)nc(N(c2ccccc2)c2ccccc2)n1	-1.6	-0.9	-1.8	8.7	0.2	2.7	-3.0	-3.9	-11.0
Cc1nn(-c2ccccc2)c2sc(-c3n[nH]c(=S)o3)cc12	3.7	-2.5	-3.5	8.4	-0.5	3.1	1.0	3.2	19.8
O=C(CN1C(=O)NC2(CCCCCC2)C1=O)NC1CC1	-7.7	-1.5	9.7	13.5	3.0	17.9	5.9	-12.0	-0.5
O=C(NNC(=O)c1ccccc1F)c1ccco1	4.7	-0.9	0.6	5.0	0.0	4.7	-3.6	2.0	7.7
Cn1nc(C(F)(F)F)cc1Oc1ncc(C(F)(F)F)cc1Cl	-6.0	-1.2	4.8	3.6	0.1	5.8	-2.3	-2.6	-3.2
Cc1cc(Br)cnc1NC(=S)Nc1ccc(F)cc1F	19.3	3.2	-13.9	1.0	13.9	-4.7	-1.3	1.0	-7.2
CC(=O)C1=C(O)C(=O)N(c2ccc(S(N)(=O)=O)cc2)C1c1cccc([N+](=O)[O-])c1 (centres undefined)	-6.8	0.1	1.4	-2.3	0.1	0.7	-2.0	-13.6	3.3
CC1CC2=C(C(=O)O1)C(c1ccc(Cl)cc1)Nc1ccccc1N2 (centres undefined)	1.6	-1.9	0.8	2.4	1.5	0.2	0.3	11.9	2.5
COc1ccc(CC(N)c2csc(NC(=O)Nc3ccccc3Cc3ccccc3)n2)cc1 (centres undefined)	5.7	.	2.2	10.9	14.2	0.2	2.1	-8.2	11.7
CCN(CC(=O)Nc1ccc(OC)cc1)C(=O)CSCC(=O)Nc1ccc(C)cc1	3.1	-1.4	6.8	-1.5	0.0	1.1	-3.4	8.7	-10.1
Cc1cc(C(=O)Nc2nccs2)c2cc(F)ccc2n1	-3.2	-0.9	-0.9	11.7	2.4	-9.3	1.4	-20.8	-9.6
CC(CCc1ccccc1)NC(=O)CCC1CCCC1 (centres undefined)	3.6	-0.8	-1.5	5.0	-0.5	-4.1	-2.2	-2.9	-0.6
COc1ccccc1CNS(=O)(=O)CC12CCC(CC1=O)C2(C)C (centres undefined)	-0.4	0.5	1.7	3.5	3.4	-3.3	-2.6	0.3	8.1
CCS(=O)(=O)c1ccc(C(=O)NC)c(Cl)c1Cl	5.2	0.0	1.0	3.1	-0.5	-8.9	-4.0	1.5	12.2
CCOc1ccc(CN(Cc2ccco2)C(c2cccs2)c2nnnn2C(C)(C)C)cc1 (centres undefined)	14.4	6.2	-17.8	-8.9	-0.6	-6.8	-3.9	18.8	-1.6
O=C(NCCCn1ccnc1)c1cc(Br)c(Br)s1	7.7	-0.6	-6.3	-7.9	0.9	4.7	-3.7	-0.4	-0.3
CCOCCCNC(=O)c1ccc2c(c1)ncn2C1CCCC1	-7.6	-3.3	0.7	2.4	0.2	9.0	0.2	-2.8	-9.2
COC(=O)[C@@]1(C)[C@H]2C(=O)N(Cc3ccccc3)C(=O)[C@H]2[C@H]2CN=C(SCc3ccccc3)N21	5.4	-1.1	-2.4	-0.9	1.5	-3.9	0.1	-0.3	7.6
Cc1cccc(CN2CCC(CNC(=O)CCNC(=O)Cn3ccc4ccccc4c3=O)CC2)c1	7.3	3.7	-5.6	-2.7	0.7	-10.0	-4.8	4.9	11.5
CCOC(=O)C1C(c2cc(OC)c(OC)c(OC)c2)NC(=S)NC1(O)C(F)(F)F (centres undefined)	-0.1	1.9	2.6	4.5	0.3	-0.7	-1.7	-18.1	7.8
